Prostate diff – promotes differentiation of LNCaP prostate cells | flow cytometry side scatter, 4 d | side scatter shift, % at 10 µM | 0.56% of 24,000 active | AID 795;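 active = side scatter shift above 30%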;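 also: androgen-responsive LNCaP prostate cancer cells in charcoal-stripped serum medium; percent of cells past a gate set so DMSO wells show 10% shift; higher shift means more granular cells and more differentiation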
VLA-4 antagonist – inhibitors of LDV-FITC ligand binding to Mn2+-activated human VLA-4 integrin; 0.2% of 24,000 active; Jurkat cells, LDV-FITC binding with Mn2+, flow cytometry; 100% = Mn2+-driven binding gain fully reversed; P13612; inhibition, % at 10 µM (by protocol);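 active = inhibition above 50%; inconclusive = compound itself fluorescent, judged against control cell fluorescence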;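 also: 0% = Mn2+ stimulated cells lacking compound and 100% = ligand binding without Mn2+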
Target sequence (P13612 whole entry, looked up): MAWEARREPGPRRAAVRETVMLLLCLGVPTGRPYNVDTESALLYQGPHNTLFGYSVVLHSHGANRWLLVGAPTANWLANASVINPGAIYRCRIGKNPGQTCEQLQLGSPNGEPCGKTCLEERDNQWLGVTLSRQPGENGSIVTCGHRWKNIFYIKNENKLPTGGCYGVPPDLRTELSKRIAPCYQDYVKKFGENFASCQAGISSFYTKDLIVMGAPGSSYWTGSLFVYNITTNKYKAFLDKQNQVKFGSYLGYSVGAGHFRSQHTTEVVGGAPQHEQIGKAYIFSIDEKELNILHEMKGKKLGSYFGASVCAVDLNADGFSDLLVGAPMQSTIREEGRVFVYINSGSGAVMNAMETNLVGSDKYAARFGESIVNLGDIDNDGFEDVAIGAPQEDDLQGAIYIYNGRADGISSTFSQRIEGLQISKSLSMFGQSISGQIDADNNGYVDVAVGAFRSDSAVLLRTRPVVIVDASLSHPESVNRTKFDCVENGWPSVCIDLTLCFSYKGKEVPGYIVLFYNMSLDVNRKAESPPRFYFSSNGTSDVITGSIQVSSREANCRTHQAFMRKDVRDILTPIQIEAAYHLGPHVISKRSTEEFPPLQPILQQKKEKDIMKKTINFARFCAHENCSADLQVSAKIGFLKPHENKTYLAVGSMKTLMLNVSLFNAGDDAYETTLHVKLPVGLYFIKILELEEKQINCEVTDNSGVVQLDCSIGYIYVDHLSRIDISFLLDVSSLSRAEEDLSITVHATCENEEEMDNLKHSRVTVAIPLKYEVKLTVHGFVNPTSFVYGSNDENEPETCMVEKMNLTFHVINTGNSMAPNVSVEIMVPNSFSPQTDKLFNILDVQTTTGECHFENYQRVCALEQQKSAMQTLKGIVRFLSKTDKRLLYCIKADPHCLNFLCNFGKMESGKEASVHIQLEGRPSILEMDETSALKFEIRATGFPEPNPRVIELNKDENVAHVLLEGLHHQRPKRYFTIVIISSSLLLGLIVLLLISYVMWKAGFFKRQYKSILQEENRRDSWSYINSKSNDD
VLA-4 agonist – allosterically activates the human VLA-4 integrin; activation, % at 10 µM (by protocol); AID 528; Jurkat cells, LDV-FITC binding, flow cytometry; 24,000 tested, under 10 active; P13612;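 active = fluorescent ligand binding to cells raised by more than 40% of the manganese-induced maximum; inconclusive = compound's own fluorescence above 85% of the ligand control signal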;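 also: 0% = ligand binding without compound and 100% = manganese-stimulated maximal binding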
Jurkat autofluor – counter-screen for VLA-4 integrin: compound autofluorescence in Jurkat cells. flow cytometry; active compounds read high; 1 = vehicle-only cell background. fluorescence ratio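 (tested at 10 µM compound in the well)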. 0.61% of 24,000 active. AID 576;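 active = fluorescence ratio above 2.44, which is 1 plus 3 SD of all ratios; inconclusive = signal too bright to measure linearly, ratio around 10 or more; inactive = fluorescence ratio below 2.44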;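 also: green fluorescence of cells measured with 488 nm excitation and 530 nm emission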
The depositor's hits bear a star; ? = inconclusive; nt = no result given. Some of the compounds tested (hit frequency here may not be typical).

Below each compound – Prostate diff	VLA-4 antagonist	VLA-4 agonist	Jurkat autofluor
- CCOC(=O)C1=C(C)NC(=O)NC1c1ccc(OCC(=O)N2CCCCC2)cc1 (centres undefined)
    9	-8	2	1
- COCCCn1c(=S)[nH]c2ncccc2c1=O
    1	?	?	1.2
- CNCCCC12CCC(c3ccccc31)c1ccccc12
    12	6	4	1.1
- CN(C)c1ccc(C2N(C(=O)N3CCOCC3)CCN2S(=O)(=O)c2ccccc2)cc1 (centres undefined)
    11	10	-4	1.1
- CCc1cc2c(=O)c(-c3cscn3)coc2cc1O
    11	-28	3	1
- N#Cc1c(N)nc2c(c1-c1ccncc1)CCCCC2
    3	-11	1	1
- CC1Oc2ccccc2N(CC(=O)NCc2cccs2)C1=O (centres undefined)
    5	-8	5	0.99
- O=C(c1ccc2c(=O)n(Cc3ccco3)c(=S)[nH]c2c1)N1CCN(c2ccccc2)CC1
    2	?	?	1.1
- Cc1cccc(N=c2oc3cc(O)ccc3cc2C(N)=O)c1
    9	?	?	1.7
- CC12C(=O)N(c3ccccc3C(=O)O)C(=O)C1C1C=CC2C1 (centres undefined)
    21	46	4	0.92
- COc1ccc(C2=CC(c3sccc3C)n3nnnc3N2)cc1 (centres undefined)
    18	?	?	1.4
- O=C(CSc1nc(-c2ccco2)cc(C(F)(F)F)n1)N1CCCc2ccccc21
    9	0	-12	1.1
- CCOCCCNC(=O)C(NC(=O)C1CCC(=O)N1)c1ccc(C)cc1 (centres undefined)
    4	-6	3	0.99
- O=C(NCc1cccnc1)C1CC(=O)N(C2CCCCC2)C1 (centres undefined)
    20	-23	3	1
- O=C(NCc1cccs1)C1CCN(S(=O)(=O)c2cccs2)CC1
    9	-9	2	1.1
- C#CC(C)(CC)NC(=O)Cn1nnc(-c2ccc(S(C)(=O)=O)cc2)n1 (centres undefined)
    12	-9	1	1.1
- Cc1cc(NC(=O)Nc2cc(C)nn2-c2ccccc2)n(-c2ccccc2)n1
    2	4	-8	1.1
- C=CCc1ccccc1OCC(O)CNC(C)C (centres undefined)
    7	-10	2	1
- CC(C)(C)c1ccccc1NC(=O)c1cccnc1
    10	2	-2	0.95
- O=C(c1noc2c1CCCC2)N1CCOCC1
    9	-3	3	1

Compound profiles, from the list above.
N#Cc1c(N)nc2c(c1-c1ccncc1)CCCCC2 reads Prostate diff: 3; VLA-4 antagonist: -11; VLA-4 agonist: 1; Jurkat autofluor: 1
O=C(NCc1cccs1)C1CCN(S(=O)(=O)c2cccs2)CC1 reads Prostate diff: 9; VLA-4 antagonist: -9; VLA-4 agonist: 2; Jurkat autofluor: 1.1
CC12C(=O)N(c3ccccc3C(=O)O)C(=O)C1C1C=CC2C1 (centres undefined) reads Prostate diff: 21; VLA-4 antagonist: 46; VLA-4 agonist: 4; Jurkat autofluor: 0.92

More structures
Below each compound – Prostate diff	VLA-4 antagonist	VLA-4 agonist	Jurkat autofluor
- O=C(CC1CCS(=O)(=O)C1)Nc1ccc[nH]c1=O (centres undefined)
    4	1	1	1
- CCOc1cc(-c2cc(N)n[nH]2)cc(OCC)c1OCC
    7	?	?	0.84
- Brc1ccc2[nH]c3nc(SCCN4CCOCC4)nnc3c2c1
    13	-14	-3	1.1
- CCOCCCNC(=O)c1cn(C)c2ccc(S(=O)(=O)N(C)C3CCCCC3)cc2c1=O
    3	5	-3	0.99
- Cc1ccc(C)c(-c2nc3cc(N)ccc3o2)c1
    3	14	-5	1.1
- O=C(NCCc1ccccc1)c1cc(-c2ccco2)on1
    20	-20	0	1.1
- CC(=O)Nc1nc2ccc(Br)cc2s1
    8	17	-6	1
- COc1ccc(-n2c(Cc3cccn3C)nnc2SCC(=O)NC2CCCCC2)cc1
    1	13	-7	1.1
- CC1(C)CC(=O)C2=C(C1)NC(=O)CC2c1ccc(N(CCC#N)CCC#N)cc1 (centres undefined)
    3	-22	9	1.1
- Cc1cccn2c(=O)c3cc(C(=O)NC(C)c4ccccc4)c(=N)n(CCCn4ccnc4)c3nc12 (centres undefined)
    37*	20	-7	1.2
- CC(C)OC(=O)c1nnn(-c2nonc2N)c1CN1CCCCCC1
    10	?	?	1.6
- Nc1ccc(-c2ccc(N)cc2C(F)(F)F)c(C(F)(F)F)c1
    0	-6	-2	0.97
- CCCCNC(=O)c1sc2nc(C)cc(COC)c2c1-n1cccc1
    8	-11	1	1.1
- CCOC(=O)Nc1c(C(=O)OC)[nH]c2cccc(OC)c12
    21	?	?	1.1
- Cc1ccccc1-n1c(=O)cc(N2CCc3ccccc3C2)[nH]c1=O
    3	-17	7	1
- NC(=O)CN1CCN(C(=O)Nc2ccccc2)CC1
    5	-4	-2	1
- CC(C)CC(=O)Nc1ccccc1-c1nnn(CC(=O)N2CCOCC2)n1
    4	-11	6	1.1
- Cc1ccc(S(=O)(=O)N(CC(=O)N2CCOCC2)CC(=O)N2CCOCC2)cc1
    14	-10	4	1
- Cc1c(C(=O)NCc2ccccn2)oc2ccccc12
    6	-10	-2	1
- Cc1ccc(-c2nc(CS(=O)CC(=O)NCc3ccccn3)c(C)o2)cc1 (centres undefined)
    7	?	?	1.3
- Cc1nc2ccccc2c2c1C(=O)N(CCC1=CCCCC1)C2=O
    2	2	-2	1
- O=C(Nc1ccc(F)cc1)N1CCn2c(nc3ccccc32)C1
    6	3	1	1.1
- Cc1cc(Nc2ccccc2F)n2nc(C)nc2n1
    10	-7	7	0.91
- CCSc1nc(-c2ccc(OC)cc2)ccc1C#N
    24	19	-9	1.3
- NC(=O)C1(N2CCCCC2)CCN(C(=O)c2cccs2)CC1
    1	-14	8	1
- Cc1ccc(S(=O)(=O)N2CCCC2C(=O)OCc2nc3ccccc3s2)cc1 (centres undefined)
    10	7	-1	1.1
- COc1ccccc1CCNC(=O)C1CCCO1 (centres undefined)
    5	-10	3	1.1
- Cc1ccc(Cl)cc1N1CCN(C(=O)c2cn(C)c(=O)c3c2c2ccccc2n3C)CC1
    11	-5	2	1.1
- Cn1c(=O)n(C)c2cc(NC(=O)C(F)(F)F)ccc21
    12	-24	12	1.1
- O=C(CSc1nc2ccncc2[nH]1)Nc1ccccc1C(F)(F)F
    18	7	5	1
- COc1ccc(C2C(C(N)=O)=C(C)Nc3nc(-c4cccc(Cl)c4)nn32)cc1OC (centres undefined)
    4	17	-5	1.1
- COc1ccc(C2=NOC(C(=O)NCc3ccccc3)C2)cc1 (centres undefined)
    21	22	-3	0.96
- CCOC(=O)CNC(=O)C1c2cc(OC)c(OC)cc2C(=O)N(C)C1c1ccccc1F (centres undefined)
    5	-14	1	1
- Cc1cc(C)c(S(=O)(=O)Nc2cccc3nsnc23)c(C)c1
    9	-8	-2	1
- CCn1c(=O)c(=O)n(CC)c2cc(S(=O)(=O)Nc3cccc(OC)c3)ccc21
    2	-1	-2	1.1
- Cc1cc(=O)c2ccccc2[nH]1
    nt	-8	3	1
- O=C(CNCC1CCCO1)Nc1ccccc1-n1cccc1 (centres undefined)
    10	-18	4	0.98
- CCCC1(C(=O)O)NC(c2cccc(OC)c2O)C2C(=O)N(c3ccccc3)C(=O)C21 (centres undefined)
    9	-7	1	1
- COc1cc(N=c2ssnc2Cl)cc(OC)c1OC
    9	4	-4	1.1
- CC(C)(C)C1CCc2onc(C(=O)Nc3cccnc3)c2C1 (centres undefined)
    11	1	3	1
- Cn1c(=O)oc2cc(S(=O)(=O)N3CCN(Cc4ccc5c(c4)OCO5)CC3)ccc21
    12	-9	-2	1.1
- COc1ccc(-c2nc(SC)n(C)c(=O)c2C#N)cc1OC
    7	4	1	0.97
- CSC1=NCCN1C(=O)c1cccc(Br)c1
    5	?	?	1.1
- Cn1c(=O)c2c(-c3ccccc3)n(CCCN3CCOCC3)cc2n(C)c1=O
    24	0	-7	1
- CC(=O)c1ccc(NC(=O)CSc2nnc(-c3ccoc3C)n2Cc2ccccc2)cc1
    8	-15	-8	1
- CC(C)OCCCn1c(=S)[nH]c2ncccc2c1=O
    4	0	-9	1.1
- Cc1nc2ccccc2cc1C(=O)NCc1ccco1
    9	-22	6	1
- CCOC(=O)N1CCC(NC(=O)Cc2ccc(-n3c(=O)[nH]c4ccccc4c3=O)cc2)CC1
    10	-19	1	1
- Cc1ccccc1NC(=O)CSc1nc(N)c(C#N)c(-c2cccs2)c1C#N
    19	-6	-3	1.1
- CC1CCCN(C(=O)C23CCC(C)(C(=O)C2)C3(C)C)C1 (centres undefined)
    10	-4	0	1.1
- COc1ccccc1-c1cc(C(=O)Nc2ccccc2SC)no1
    15	11	1	1.1
- Cn1c2ccccc2c2c(C(=O)NCC3CCCO3)cn(C3CCCC3)c(=O)c21 (centres undefined)
    11	2	5	0.93
- COc1ccc(N2C(=O)CC(c3ccc(OC(C)C)cc3)C2=O)cc1 (centres undefined)
    9	21	-9	1.1
- CCOC(=O)CSC1=C(C#N)C(c2ccccc2F)C(C(C)=O)=C(C)N1 (centres undefined)
    10	?	?	1.1
- CC(CCc1ccco1)NC(=O)CSc1cc(=O)n(C)c2ccccc12 (centres undefined)
    14	49	10	0.89
- FC(F)(F)COc1nc(N2CCCCC2)nc(N2CCNCC2)n1
    23	-14	4	1.1
- CCCn1c(SCC(=O)NC(=O)NCc2ccco2)n[nH]c1=O
    11	1	6	1.1
- COc1cccc(-c2cc(C(=O)Nc3c(C)nn(Cc4ccccc4C)c3C)no2)c1
    6	?	?	1.3
- CCC(C)OC(=O)C1=C(C)NC2=C(C(=O)C(C(=O)OC)C(C)C2)C1c1ccc(N(C)C)cc1 (centres undefined)
    4	5	2	1
- CCOc1ccc(OCC)c(NC(=O)CC2Oc3ccc(C)cc3NC2=O)c1 (centres undefined)
    4	?	?	1.4

Remaining list, next part.
Below each compound – Prostate diff	VLA-4 antagonist	VLA-4 agonist	Jurkat autofluor
- COC(=O)Cc1cc(=O)n(-c2ccccc2)[nH]1
    9	-8	2	0.98
- Cc1cccc(C)c1NC1=NC2(CCCCC2)N=C(N)N1
    5	1	1	1
- O=C(NCCC1=CCCCC1)C1CCN(S(=O)(=O)N2CCOCC2)CC1
    5	7	1	1
- Cc1ccc(-c2nc(CS(=O)(=O)CC(=O)N3CCCCCC3)c(C)o2)cc1
    1	-7	4	0.97
- O=S(=O)(NCc1ccco1)c1cccc2cccnc12
    8	-17	2	1.1
- Cc1conc1NC(c1cccs1)c1ccc2cccnc2c1O (centres undefined)
    11	2	11	0.96
- O=C1c2ccccc2C(O)N1Cc1ccccc1Cl (centres undefined)
    11	2	4	0.84
- O=C(CSCc1n[nH]c(=O)[nH]1)NCCOc1cccc(Oc2ccccc2)c1
    5	-2	4	1.1
- CC(C)(C)c1ccc(C(O)CCCN2CCC(C(O)(c3ccccc3)c3ccccc3)CC2)cc1 (centres undefined)
    nt	-4	4	1
- CCOC(=O)N1CCC(N(CCOC)C(=O)Nc2ccc(Cl)c(Cl)c2)CC1
    5	-4	-8	0.97
- CC1CN(Cc2nc3c(c(=O)[nH]c(=O)n3C)n2CCCc2ccccc2)CC(C)O1 (centres undefined)
    7	-12	2	0.99
- CCOc1ccc(-c2cc(C(=O)NCCCN3CCN(CC)CC3)c3ccccc3n2)cc1
    37*	-21	2	1.1
- CCc1ccccc1N1C(=O)C2CC(C)=C(C)CC2C1=O (centres undefined)
    11	6	0	1
- O=C(Nc1ccc(N2CCCC2=O)cc1)c1cccc(F)c1
    7	-24	-12	0.98
- O=C(NCc1cccs1)C1CCCN(S(=O)(=O)c2cnc[nH]2)C1 (centres undefined)
    12	-2	4	1
- CCNc1oc(COc2cccc(C)c2)nc1C#N
    16	-26	7	1.1
- CCOc1ccc(-c2nc(C#N)c(N3CCCCCC3)o2)cc1
    10	3	0	1.1
- COc1ccc(-c2cnnn2-c2ccc(NC(=O)c3ccco3)cc2)cc1OC
    8	?	?	1.1
- Cc1sc(NC(=O)c2ccco2)c(CN2CCN(c3ccccn3)CC2)c1C
    13	18	2	1
- COc1ccc(C2C=C(c3ccc(C)c(C)c3)Nc3ncnn32)c(OC)c1OC (centres undefined)
    0	-15	3	1

Reprinted at random: two compounds from above
Below each compound – Prostate diff	VLA-4 antagonist	VLA-4 agonist	Jurkat autofluor
- CCNc1oc(COc2cccc(C)c2)nc1C#N
    16	-26	7	1.1
- COC(=O)Cc1cc(=O)n(-c2ccccc2)[nH]1
    9	-8	2	0.98

Following part:
Below each compound – Prostate diff	VLA-4 antagonist	VLA-4 agonist	Jurkat autofluor
- COc1cc(C(=O)Nc2cc(Cl)ccc2C)c(-n2cnnn2)cc1OC
    1	-10	0	0.99
- CCCN(CCC)C(=O)Cn1ccc(=N)c2ccccc21
    9	-26	7	1.1
- NC(=O)CN1CCCN(S(=O)(=O)c2ccc(Br)cc2)CC1
    11	-18	-1	0.93
- O=C(O)C1CCCN(S(=O)(=O)c2cccc3cccnc23)C1 (centres undefined)
    3	11	11	0.95
- O=C(CN1CCN(Cc2ccccc2F)C1=O)NCCN1CCOCC1
    4	-6	2	0.97
- Cc1cc(S(=O)(=O)NC2CCCCC2)c(C)s1
    9	7	-1	1
- COc1cccc(N2C(=O)c3ccncc3C2=O)c1
    5	45	2	1.1
- COc1ccc(CCNC(=O)Cn2cnc3c(nnn3Cc3ccc(C)cc3)c2=O)cc1OC
    12	8	-2	1
